# Screening data from PubChem BioAssay.
# Ecoli viability: bacterial growth inhibition, counter-screen for AddAB inhibitors; E. coli V3065 growth, OD600 absorbance, 18 h; inhibition, % at 11.9 µM; 330,000 compounds, 0.27% hits;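 active = inhibition above the campaign's mean inhibition across all tested compounds plus 3 SD, cut at about 9.9% in these data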;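 note: uninfected addAB+ strain grown without phage in ampicillin broth; 0% = DMSO wells and 100% = ciprofloxacin 0.95 µg/ml wells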
# PKA-R1A activ: activators of PKA-R1A complex. P00514+P68181. PKA-R1A dissociation, Cy5-IP20 fluorescence polarization; scaled: DMSO 0%, 113 µM cGMP 100%. activation, % at 11.4 µM. 340,000 compounds, 0.083% hits. AID 504707;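 active = percent activation above the mean of all tested compounds plus 3 SD, cut at about 19% in these data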;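 note: higher means more PKAc released from R1A so a rise in polarization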
# HTR5A inv ag: counter-screen for OPRM1-OPRD1 inverse agonists: human HTR5A inverse agonism. P47898. HTR5A cell line, luminescence. inhibition, % at 9.3 µM. 340,000 compounds, 0.083% hits; in the data active = inhibition mostly above about 23%, no sharp cut-off; inactive = mostly below about 18%;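 note: 0% = cells with DMSO and 100% = no-cell wells with DMSO; some compounds called inactive have numbers as strong as hits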
# Tat transport: inhibitors of E. coli Tat protein transport | E. coli MC4100 TorA-mCherry Tat export, fluorescence | inhibition, % at 10 µM | 340,000 compounds, 0.036% hits | AID 488895;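 active = mean replicate inhibition at least 50% and at least half of replicates individually reaching 50%; inconclusive = only one of the two criteria met; inactive = neither criterion met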;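 note: exported cargo escapes ClpAP degradation while cytoplasmic cargo is degraded and loses fluorescence; 0% = median of neutral control wells and 100% = median of NaSCN control wells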
# Mot1-301 SUMO: blocks SUMOylation pathway, rescuing yeast Mot1-301 growth; growth rescue, % at 18.8 µM; 320,000 compounds, 1% hits; S. cerevisiae Mot1-301 growth rescue, ATP luminescence, 38.5C; percent above DMSO median, 100 means doubled; AID 2716;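 active = every valid replicate shows activation above 250% relative to neutral control wells; inactive = the rest, any valid replicate at or below 250%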;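 note: OY570 slx delta 5 strain wells were the positive control but not used for scaling; some compounds called inactive have numbers as strong as hits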
# phage Ecoli inh: E. coli growth loss with phage present. growth absorbance. inhibition, % at 11.9 µM. 360,000 compounds, 0.26% hits. AID 651602; in the data active = inhibition above about 11%
# DAGLB inh: diacylglycerol lipase beta (human) inhibition; inhibition, % at 5.17 µM; HEK293T DAGLB membrane lysate, EnzChek fluorogenic substrate; 340,000 compounds, 0.059% hits; in the data active = inhibition above about 34%;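 note: 0% = enzyme with vehicle and 100% = wells lacking enzyme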
# Target sequence (Q8NCG7 whole entry, looked up): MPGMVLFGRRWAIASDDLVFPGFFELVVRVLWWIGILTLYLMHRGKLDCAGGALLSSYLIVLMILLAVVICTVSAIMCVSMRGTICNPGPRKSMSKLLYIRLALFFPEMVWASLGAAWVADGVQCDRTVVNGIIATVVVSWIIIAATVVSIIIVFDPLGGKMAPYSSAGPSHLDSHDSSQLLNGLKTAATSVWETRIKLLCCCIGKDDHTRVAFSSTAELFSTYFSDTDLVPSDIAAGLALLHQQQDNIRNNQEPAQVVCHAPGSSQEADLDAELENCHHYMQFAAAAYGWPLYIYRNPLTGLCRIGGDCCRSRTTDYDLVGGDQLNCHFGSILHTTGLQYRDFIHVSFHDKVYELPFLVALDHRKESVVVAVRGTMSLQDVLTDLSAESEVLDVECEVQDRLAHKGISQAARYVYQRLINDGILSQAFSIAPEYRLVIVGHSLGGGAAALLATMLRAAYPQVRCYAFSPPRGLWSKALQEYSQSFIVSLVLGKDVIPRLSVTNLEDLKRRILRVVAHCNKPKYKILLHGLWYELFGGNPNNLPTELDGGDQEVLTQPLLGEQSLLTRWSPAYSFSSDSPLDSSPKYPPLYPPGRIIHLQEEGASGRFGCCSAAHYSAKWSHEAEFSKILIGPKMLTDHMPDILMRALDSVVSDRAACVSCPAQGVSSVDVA
# PKA-R2B activ: PKA-R2B complex activation | P22694+P31323 | 340,000 compounds, 0.079% hits | activation, % at 11.4 µM | PKA-R2B holoenzyme dissociation, Cy5-IP20 fluorescence polarization; R2B truncated from residue 108, S112A mutant; 0% DMSO only, 100% 113 µM cGMP;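 active = activation above a cutoff set at the mean over all compounds plus 3 SD, cut at about 18% in these data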;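 note: higher means more holoenzyme dissociation and a rise in polarization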
# Target sequence (P31323 whole entry, looked up, other chains not shown, the tested form may be a part): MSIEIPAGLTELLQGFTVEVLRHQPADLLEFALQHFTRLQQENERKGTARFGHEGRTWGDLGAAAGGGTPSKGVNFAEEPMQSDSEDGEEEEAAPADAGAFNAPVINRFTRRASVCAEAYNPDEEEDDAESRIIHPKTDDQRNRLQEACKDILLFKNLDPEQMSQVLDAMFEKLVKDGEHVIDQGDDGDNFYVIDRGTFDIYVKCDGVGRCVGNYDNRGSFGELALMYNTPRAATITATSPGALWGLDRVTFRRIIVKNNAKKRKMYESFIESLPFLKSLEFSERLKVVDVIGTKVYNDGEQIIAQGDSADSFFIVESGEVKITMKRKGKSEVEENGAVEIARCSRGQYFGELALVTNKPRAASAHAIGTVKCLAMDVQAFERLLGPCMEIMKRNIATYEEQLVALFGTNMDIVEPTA
# AddAB inh: less growth of phage-infected E. coli with AddAB; 330,000 compounds, 0.29% hits; inhibition, % at 11.9 µM; AID 435030; E. coli expressing H. pylori AddAB, absorbance growth; in the data active = inhibition above about 12%;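 note: 0% = vehicle wells of infected cells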
# HTR5A ag: counter-screen for OPRM1-OPRD1 agonists: human HTR5A agonism | HTR5A agonist assay, luminescence, cell-based | 340,000 compounds, 0.61% hits | P47898 | AID 504692 | activation, % at 9.3 µM; in the data active = activation mostly above about 9.5%, no sharp cut-off; inactive = mostly below about 7.6%;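 note: 0% = cells with vehicle only and 100% = reference agonist; strong numbers were not always called active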
# CDK5 p35 inh: blocks human CDK5/p35 kinase activity. Q00535+Q15078. Recombinant CDK5/p35, ADP-Glo luminescence, 60 min. inhibition, % at 10 µM. 330,000 compounds, 0.01% hits. AID 488839;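 active = highest replicate inhibition of at least 50% and at least 75% of replicates reaching 50%; inconclusive = only one of the two criteria met; inactive = both criteria failed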;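 note: plate controls were DMSO neutral control for no effect and GW8510 at 10 µM for full effect; many of its hits are not listed in these tables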
# Starred values were filed as active, the others as inactive; u = inconclusive; x = no result given.
SMILES,Ecoli viability,PKA-R1A activ,HTR5A inv ag,Tat transport,Mot1-301 SUMO,phage Ecoli inh,DAGLB inh,PKA-R2B activ,AddAB inh,HTR5A ag,CDK5 p35 inh
Cc1ccc(NC(=O)CC(=O)Nc2ccc(C)cc2)cc1,2.2,-19,0,-3,-1,1.8,-4,-2,0.8,0,-6.5
Cc1cc(=O)oc(C)c1C(=O)NCc1c(F)cc(F)cc1F,1.2,-3,2,-5,4,5.3,-1,13,0.4,0,0.5
COC(=O)c1ccc(NC(=O)COC(=O)C2CC(=O)N(Cc3ccccc3)C2)cc1 (stereo unspecified),4.6,-9,-7,-5,-4,3.5,3,-2,3.6,3,-1.9
Cn1c(CN2CCN(CCO)CC2)c(C#N)c2ccccc21,0.8,1,-22,-1,258,0.4,2,-7,2.8,8,-4.5
Cc1nn(C/C(C#N)=N\O)c(C)[n+]1N,-1.3,1,-8,1,-11,-0.3,-2,-15,-1.0,1,-1.0
O=C(N/C(=C\c1cccnc1)C(=O)N1CCOCC1)c1cccc(Br)c1,-1.4,-12,-8,-3,-16,3.5,1,3,-0.2,3,-0.3
Cc1c(NC(=O)CSc2ccccc2Cl)c(=O)n(-c2ccccc2)n1C,-1.1,-3,-11,2,6,3.5,0,-4,0.7,4,0.6
CN(C(=O)CCNC(=O)Cn1cnc2ccccc2c1=O)c1ccc(Br)cc1,-2.0,10,-9,10,26,0.8,0,4,4.7,-1,-0.1
COc1cccc(CC(=O)OCC(=O)N(C)CC(=O)Nc2ccccc2Cl)c1,-0.9,-5,4,6,-3,4.7,-1,-6,0.7,0,-0.7
COc1ccc(C(NC(=O)C(C)C)c2c(O)ccc3ccccc23)cc1OC (stereo unspecified),-1.6,-9,-8,-9,-17,2.0,0,10,0.0,2,0.9
CCCCOc1ccc(CSC2=NCCN2)cc1[N+](=O)[O-],2.8,-5,-19,-1,139,3.2,-15,6,2.4,8,-0.2
CCCc1nc2oc3c(NCCCN(C)C)ncnc3c2c2c1CCCC2,-1.1,x,x,0,-13,-0.1,x,x,-1.1,x,0.0
O=C(CSc1nnc(Cc2ccccc2)n1Cc1ccco1)NC12CC3CC(CC(C3)C1)C2,-2.1,8,4,9,87,-1.2,-5,2,-0.9,1,-0.6
CCOc1ccccc1C1C(C(=O)OC)=CN(C)C=C1C(=O)OC,-0.6,0,-13,-8,-28,3.8,0,12,-1.5,1,0.1
CCOc1ccc(-c2nnn(CC(=O)c3ccc4c(c3)OCCO4)n2)cc1OCC,-0.9,-2,12,3,-9,2.0,-8,2,-0.9,4,0.9
COc1ccc([N+](=O)[O-])cc1C(=O)NCCOc1ccc(Cl)cc1,1.7,-6,1,9,-10,-2.3,1,-2,1.1,0,2.6
Cn1c(=O)oc2cc(S(=O)(=O)NCC3CCCO3)ccc21 (stereo unspecified),-1.5,-9,-21,-2,23,-1.7,-1,-9,1.3,8,0.3
CC(CNC(=O)CC(C)(C)C)NC(=O)CC(C)(C)C (stereo unspecified),-0.9,-13,4,7,187,1.1,1,-5,0.2,-2,-1.4
Cc1ccc(C)c(S(=O)(=O)N(C(=O)c2ccncc2)c2ccc(OC(=O)c3ccncc3)cc2)c1,-0.2,2,-2,-3,15,2.5,0,-3,2.9,-2,0.7
Cc1cccc(Cc2nc3ccccc3[nH]2)c1,x,-13,-14,-3,x,3.5,0,-1,x,4,1.2
CCOc1ccccc1CN1CCN(Cc2ccc3cc(F)ccc3n2)CC1CCO (stereo unspecified),x,-12,-20,1,12,-1.0,3,-2,x,7,-0.2
CCOC(=O)N1CCN(C(=O)CSCc2ccccc2)CC1,-0.4,-9,5,0,358,0.5,-3,-6,0.6,0,-1.3
CCOC(=O)c1cnn(CCOC(=O)c2ccccc2)c1NC(=O)c1ccccc1,-2.6,-2,-7,-7,0,0.1,-3,-4,6.8,3,1.1
O=C(CSCCOc1ccccc1)NCc1ccncc1,-1.1,-4,-12,-1,1,-2.3,-6,5,-1.8,0,0.5
COc1cc(C(=O)NCC2CCCO2)ccc1OCc1c(C)noc1C (stereo unspecified),-2.5,-11,-11,-12,9,1.4,0,-4,1.3,-3,-0.8
NC(=O)c1ccc(Cn2c(C(=O)c3ccc(Cl)cc3)c3ccccc3[n+]2[O-])cc1,-0.3,-3,-15,-1,9,3.0,-3,-3,1.1,2,0.0
O=C(NCCN1CCOCC1)c1ccc(=O)n(Cc2ccc(Cl)cc2)c1,-4.2,-5,4,0,-6,4.7,0,-7,-1.9,1,1.7
O=C(CSc1ncn(-c2ccccc2)n1)Nc1nc(-c2ccccc2)cs1,-1.2,2,14,-4,-8,2.5,-4,-2,2.1,-6,0.1
Cc1ccc(NC(=O)CSc2n[nH]c(C)c2[N+](=O)[O-])cc1,6.8,-10,7,-3,150,8.5,1,10,14*,-2,x
Cc1ccc(-n2nnnc2SCC(=O)NNC(=O)c2ccco2)c(C)c1,0.7,-9,-3,15,1,1.2,3,-11,2.0,0,-0.1
CCOC(=O)N1CCN(CC(=O)N2CCC(C(N)=O)CC2)CC1,0.3,-7,-3,3,-15,-2.1,1,-5,-0.3,1,0.7
COc1ccc(-n2nc3c(c2NC(=O)COc2cccc(OC)c2)CS(=O)(=O)C3)cc1,-1.4,-1,-10,-1,11,0.2,-2,-1,0.2,1,0.8
COC(=O)CSc1nnc(-c2ccccc2OC)o1,-0.7,-4,13,-5,-14,0.9,-1,-8,-0.8,2,0.3
Cc1ccc(C)c(-n2nnnc2Sc2nnnn2-c2ccccc2)c1,-0.5,-5,18,-1,47,-0.2,8,-9,0.8,-7,0.5
CCOc1cc(NC(=O)C2CCCCC2)c(OCC)cc1NC(=O)c1ccccn1,-1.6,-5,4,1,-8,4.2,-3,1,4.9,-1,0.0
Fc1ccc(C2N(c3ccccc3)C(=S)N3CCCN23)cc1 (stereo unspecified),-3.1,8,-8,-1,0,2.2,-2,3,-2.8,3,0.1
CC(C)Cc1ccc(C(C)C(=O)OCC(=O)c2c[nH]c3ccccc23)cc1 (stereo unspecified),0.5,-1,-6,6,-3,-0.5,-1,6,0.1,2,-1.9
CCn1cc(C(=O)NCCCO)c(=O)c2cc(F)c(N3CCN(C)CC3)cc21,99*,-7,11,94*,0,100*,-2,-16,99*,-3,0.3
Cc1cc(NC(=O)CSc2nc3cc(C)c(C)cc3cc2C)no1,-0.4,-15,-10,0,0,5.3,1,-12,2.5,4,-1.7
CC1CCN(C(=O)c2ncn(C)c2C(=O)N2CCC(C)CC2)CC1,-1.0,-2,-49,-5,-3,-2.4,1,-3,0.9,17,2.2
Cc1ccc(-n2ncc3c2CCCC3NC(=O)CCn2ccnc2C)cc1C (stereo unspecified),3.3,-3,-2,-9,-13,2.5,1,-3,-1.0,1,-2.8
CC1Nc2ncnc(N3CCN(c4ccccc4)CC3)c2N(Cc2ccccc2)C1=O (stereo unspecified),1.0,-3,22,-6,4,4.1,4,-1,4.1,-6,-1.9
COc1cc(C(=O)Nc2sc3c(c2C(=O)O)CCC3)cc(OC)c1OC,-1.3,8,-6,-4,274,3.3,2,-2,1.5,2,-0.7
NC(=O)c1nsc(C(=O)N(c2ccccc2F)C(C(=O)NCc2ccccc2)c2ccc(O)cc2)c1N (stereo unspecified),-3.7,-3,3,-2,-1,2.7,2,-6,3.1,-1,0.3
O=C(Nc1cc(Sc2ccccn2)cc([N+](=O)[O-])c1)c1ccc(Cl)cc1,2.0,3,-22,-1,21,3.4,-5,-3,0.1,19*,-1.0
Cc1ccc(NC(=O)c2ccccc2-c2ccccc2C(=O)O)cc1C,0.0,-2,8,-2,12,4.7,4,-7,2.6,-3,-1.2
Cn1c(=O)c2c([nH]c(=O)n2C)n(C)c1=O,-0.6,6,19,5,-18,1.2,-2,16,3.1,-1,-0.9
Cc1cc(S(=O)(=O)N2CCN(c3c(C)cccc3C)CC2)ccc1F,0.3,4,12,14,-5,1.0,-16,-6,3.9,-2,0.9
CCOC(=O)c1sc(-c2ccccc2)cc1NC(=O)Nc1ccc([N+](=O)[O-])cc1,2.2,-8,23,u,-11,1.6,0,-12,2.1,-1,0.3
C/C(=N\Nc1cccc2cccnc12)c1ccc(C)cc1,-1.7,-8,-24,7,-5,3.5,-5,-12,1.6,-1,-2.0
O=C(NCCOc1ccccc1)c1cc2ccccc2o1,-3.6,-8,-33,7,-2,3.8,-6,-18,1.0,5,-1.8
CC(C)(C)CC(=O)Nc1nnc(SCC(=O)N2CCCCC2)s1,-1.6,2,-21,-7,-14,2.1,-2,4,4.0,4,-3.2
CC1CCCC(C)N1C(=O)Cn1cc(/C=C2/C(=O)Nc3ccccc32)c2ccccc21 (stereo unspecified),0.8,0,28,0,11,x,12,2,5.3,-3,-0.2
C=CCSc1nc(C)c(CC(=O)OCC(C)C)c(=O)[nH]1,-1.2,10,-27,4,3,0.5,3,1,-0.9,11,0.7
COc1ccccc1OCC(=O)Nc1ccc(S(=O)(=O)N2CCCCCC2)cc1,1.9,3,5,7,3,-0.3,-4,-6,1.0,2,0.6
Cc1cccc(NS(=O)(=O)c2ccc(C(=O)N3CCC3)cc2)c1C,-0.2,5,1,-9,-19,1.9,2,-18,1.2,4,-6.7
COc1ccc(OCCCn2cc(/C=C3/C(=N)N4C=C(C)SC4=NC3=O)c3ccccc32)cc1,-2.0,-4,5,-3,-11,1.1,0,2,0.6,-2,-1.3
CCOc1cccc(-c2c(C(=O)N/N=C(\C)c3cccs3)nnn2-c2nonc2N)c1,1.0,-13,15,0,36,-0.4,0,2,1.3,1,2.3
CCO/N=C(\C)c1c(O)cc(C(C)C)n(-c2ccccc2)c1=O,-1.0,-5,-24,3,-17,3.5,-2,6,4.3,9,0.1
Cc1ccc(N(CC(=O)N(C)Cc2ccccc2)S(C)(=O)=O)cc1C,-0.9,-10,1,-2,-39,-2.6,-3,-1,0.8,-1,1.8
# Next part
SMILES,Ecoli viability,PKA-R1A activ,HTR5A inv ag,Tat transport,Mot1-301 SUMO,phage Ecoli inh,DAGLB inh,PKA-R2B activ,AddAB inh,HTR5A ag,CDK5 p35 inh
COc1ccc(OC)c(NC(=O)Cc2coc3ccc(C)cc23)c1,-1.2,-1,20,7,2,1.5,-3,-13,-3.0,-1,-0.8
CN1CCN(c2ccc(NC(=O)c3ccc4ccccc4c3)cc2)CC1,1.1,-2,-6,2,135,3.9,3,11,3.6,1,1.7
COc1ccc(C(=S)N(C)C)cc1OC,1.2,1,3,-9,5,1.8,-2,-1,4.0,-1,-0.5
Cn1nc(C(=O)Nc2nc3ccccc3[nH]2)ccc1=O,-2.5,-12,-10,-4,-4,4.2,-1,6,-1.8,3,-1.9
CCOC(=O)N1CCN(CC(=O)Nc2ccc(F)c(F)c2)CC1,-0.2,1,0,5,24,0.2,0,1,1.4,11,0.3
COc1ccccc1OCCCOc1ccc([N+](=O)[O-])cc1Cl,0.4,-10,2,11,9,3.0,-10,-13,2.8,-1,-1.0
